Compound activity deposited in PubChem by National Center for Advancing Translational Sciences (NCATS).
GPT2 inhibitor: inhibitors of human GPT2 alanine aminotransferase; AID 1671188; Q8TD30; Potency, µM (series often up to 57.7 µM), for inactives: top-dose activity change, negative = inhibition, most hits filed as inhibitors; 100,000 tested, 0.25% active; Recombinant GPT2, coupled pyruvate oxidase/HRP Amplex Red fluorescence; note: potency is the fitted concentration of half-maximal effect; nearly all actives have a fitted effect of over 60% in size; many of its hits are not listed in these tables
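GPT2 10ng/uL, a-KG 250uM, L-Ala 2mM, HEPES pH7.5 + 0.0001% Tween; 30 min RT. Then Amplex mix (PO/HRP/ThPP), 30 min RT dark, fluorescence. AOA 50uM used as positive control.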
SNCA expr inhib: SNCA gene expression inhibition; HEK-293 SNCA-luciferase knock-in, luminescence, 24 h; AID 1671194; Potency, µM (doses to about 57.2 µM), inactives show at the top dose activity change, negative = inhibition, hits mostly inhibitors; 140,000 tested, 0.17% active;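 note: potency is the fitted concentration of half-maximal effect; plate controls were DMSO cells for no effect and cell-free wells for full effect; nearly all actives have a fitted effect of over 45% in size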
IP6K1 inh: blocks human inositol hexakisphosphate kinase 1. activity change, % (series mostly up to about 58 µM). Q92551. 140,000 tested, 0.81% active. IP6K1 kinase, ADP-Glo luminescence, 2 h; active compounds read low. AID 1645851; in the data active = activity change below about -25%
Target sequence (Q92551 whole entry, looked up): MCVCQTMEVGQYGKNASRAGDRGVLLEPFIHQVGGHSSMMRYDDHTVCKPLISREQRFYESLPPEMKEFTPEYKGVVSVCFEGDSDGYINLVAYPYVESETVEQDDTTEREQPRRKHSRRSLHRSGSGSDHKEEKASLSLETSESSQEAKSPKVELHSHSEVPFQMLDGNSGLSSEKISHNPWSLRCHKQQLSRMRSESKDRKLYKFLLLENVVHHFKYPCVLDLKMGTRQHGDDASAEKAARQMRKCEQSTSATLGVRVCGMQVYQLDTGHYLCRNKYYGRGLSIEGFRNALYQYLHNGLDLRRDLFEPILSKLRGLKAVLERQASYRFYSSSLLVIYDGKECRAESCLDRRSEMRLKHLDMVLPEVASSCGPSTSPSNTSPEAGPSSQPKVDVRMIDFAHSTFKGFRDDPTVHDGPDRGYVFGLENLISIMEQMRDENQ
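ADP-Glo luminescence measures ADP made by human IP6K1 during a 2 h RT reaction with ATP/IP6 (mix at 1.3 mM/130 uM); top library doses 57.5 and 19.1 uM final.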
HEK293 tox: cytotoxic compounds in HEK 293 cells; HEK 293 viability, ATP luminescence (CellTiter-Glo), 48-72 h; Potency, µM (doses to about 115 µM), for inactives: at the highest dose activity change, negative = cytotoxicity, most hits filed as inhibitors; 94,000 tested, 6.6% active; AID 1345083; note: potency is the fitted concentration of half-maximal effect; nearly all actives have a fitted effect of over 60% in size
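Viability of HEK 293 cells, plated at 250 cells/well, was judged by cellular ATP after compound treatment for 48 or 72 hr. Luminescence was imaged 10 min after CellTiter-Glo addition at room temperature.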
3T3 cytotox: kills NIH 3T3 cells; NIH 3T3 viability, CellTiter-Glo ATP luminescence, 48-72 h; Potency, µM (doses to about 96.7 µM), for the others: at the top dose activity change, negative = cytotoxicity, usual class: inhibitors; 94,000 tested, 4.3% active; AID 1345082; note: potency is the fitted concentration of half-maximal effect; nearly all actives have a fitted effect of over 55% in size
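NIH 3T3 cells at 400 cells/well received 23 nL of compound by pintool and were incubated 48 or 72 h at 37 °C. Viability was read as ATP-coupled CellTiter-Glo luminescence.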
HEK293 viab: reduces viability of HEK-293 SNCA reporter cells; HEK-293-SNCA-luc viability, GF-AFC fluorescence, 24 h; Potency, µM (top dose mostly 57.1 µM), for inactives: at the highest dose activity change, negative = cytotoxicity, actives largely listed as cytotoxic; 150,000 tested, 0.12% active; AID 1671193;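 note: potency is the fitted concentration of half-maximal effect; 0% = DMSO-treated cells and -100% = medium-only wells without cells; nearly all actives have a fitted effect of over 30% in size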
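Cytotoxicity counterscreen: after 24 h compound treatment of genome-edited SNCA-luciferase HEK-293 cells, live-cell protease substrate GF-AFC read by fluorescence after 30 min; activity scaled between DMSO (0%) and medium-only (-100%), curves Hill-fitted.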
FLuc inh: blocks purified firefly luciferase enzyme activity; purified P. pyralis luciferase, luminescence, biochemical; Potency, µM (doses to about 115 µM), inactives show at the top dose activity change, negative = inhibition, hits mostly inhibitors; 76,000 tested, 2.5% active; note: potency is the fitted concentration of half-maximal effect; nearly all actives have a fitted effect of over 65% in size
Target sequence (P08659 whole entry, looked up): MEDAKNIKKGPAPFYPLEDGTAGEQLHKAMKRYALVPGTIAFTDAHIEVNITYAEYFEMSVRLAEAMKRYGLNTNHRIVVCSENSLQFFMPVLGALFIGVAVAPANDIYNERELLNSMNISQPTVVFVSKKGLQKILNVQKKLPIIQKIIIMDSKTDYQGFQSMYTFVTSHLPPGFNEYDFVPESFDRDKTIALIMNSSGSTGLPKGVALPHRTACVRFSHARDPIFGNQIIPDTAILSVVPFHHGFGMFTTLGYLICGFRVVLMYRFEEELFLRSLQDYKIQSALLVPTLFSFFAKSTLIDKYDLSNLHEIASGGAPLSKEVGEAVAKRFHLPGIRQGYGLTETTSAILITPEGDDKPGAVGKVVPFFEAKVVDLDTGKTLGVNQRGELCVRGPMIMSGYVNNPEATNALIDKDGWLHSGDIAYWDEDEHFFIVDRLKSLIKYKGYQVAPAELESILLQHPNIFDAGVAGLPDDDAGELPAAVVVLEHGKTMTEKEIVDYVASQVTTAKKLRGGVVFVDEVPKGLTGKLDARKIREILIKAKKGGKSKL
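FLuc 10nM, D-luciferin 10uM, ATP 10uM, Mg acetate 10mM, Tris acetate pH 7.5, Tween/BSA; cpd qHTS; enzyme added last; CCD luminescence.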
An asterisk follows results filed as active; i = inactive; u = inconclusive; x = no result given; & = joins results of further samples; [ ] = dose if it differs, or a comment. Unless noted, calls come from the whole dose curve; as a rule, active = well fitted curve in the direction sought with a large enough effect; inconclusive = small, poorly fitted or top-dose-only effect, or another doubt; inactive = no such curve, though single readings can be large; an effect the other way counts as inactive or inconclusive. Unless noted, % is set by controls: 0 for no effect and ±100 for the full control effect. A portion of the library, so the mix of outcomes need not match the whole.

nr	mol	GPT2 inhibitor	SNCA expr inhib	IP6K1 inh	HEK293 tox	3T3 cytotox	HEK293 viab	FLuc inh
1	COc1cccc(C(=O)NC2CCN(c3cc(-c4ccccc4)[nH]n3)C2)c1 (stereo unspecified)	u	-23%	14	u	u	-18%	-5%
2	O=C(c1ccncc1)N1CC[C@](O)(c2ccccc2)[C@H](N2CCCC2)C1	u	11%	6	-6%	u	7%	4%
3	CN1C[C@@H](NC(=O)c2ccc(C#N)cc2)C[C@H]1c1nc(-c2ccc(OC(F)(F)F)cc2)no1	-6%	-9%	-7	22µM*	40µM*	-10%	2%
4	CCOC(=O)c1c(S(=O)(=O)NCC(=O)N2CCN(c3ccccc3)CC2)c(C)n(C)c1C	x	2%	15	x	x	0%	x
5	CC1CCN(CC2CCCCCN2)CC1 (stereo unspecified)	1%	0%	-13	4%	-9%	0%	-4%
6	CN1CCCN(C(=O)c2ccc(Cl)cc2)c2ccccc21	i	9%	-2	u	u	-7%	-22%
7	O=C(c1ccncc1)N1CCC(n2cc(-c3nc(-c4ccccc4)no3)nn2)CC1	-1%	194%[activator]	3	u	32µM*	7%	u
8	Cc1cccc(CNC(=O)c2ccc3nc(Cc4ccccc4)oc3c2)c1	x	64%[activator]	47	x	x	12%	x
9	Cc1ccn2c(Nc3ccc(C(C)C)cc3)c(-c3ccsc3)nc2c1	x	50%[activator]	12	x	x	-2%	x
10	CCn1ccc(C(=O)N[C@@H]2CN(Cc3ccccc3)C[C@H]2CN(C)C)n1	-6%	-8%	2	-3%	-3%	-1%	5%
11	O=C(Cc1ccc(F)cc1)N1CC(F)(F)C[C@H]1c1nc(C2CC2)no1	2%	20%	26	-2%	-11%	-4%	-1%
12	O=C(O)CCC(=O)N1CCOC2(CCN(C(=O)c3ccccc3)CC2)C1	i	-10%	3	-11%	-6%	13%	x
13	O=C(Nc1cccc(Cl)c1)N1CCC2(CC1)SCC(=O)N2Cc1ccco1	2%	-25%	22	u	u	-3%	-16%
14	O=C(C1CCC1)N1CCCc2cc(S(=O)(=O)N3CCN(c4cccc(Cl)c4)CC3)ccc21	x	24%	-22	x	x	12%	x
15	O=C(CNC(=O)c1cccc(-c2ccc(C(F)(F)F)cc2)c1)NCc1ccc2c(c1)OCO2	i	-12%	28	u	-18%	2%[12.5 µM]	x
16	CCc1noc(CN(C(=O)c2oc3ccc(C)cc3c2C)C(C)C)n1	i	4%	-11	u	-13%	-8%	-3%
17	Cc1cc(C)cc(OCC(=O)N(Cc2ccco2)Cc2ccccc2Cl)c1	x	u	4	x	x	2%	x
18	CC(Oc1ccccc1)C(=O)Nc1cccc(-c2cn3cccnc3n2)c1 (stereo unspecified)	x	-7%	10	x	x	-16%	x
19	CCc1ccc(NC(=O)c2ccc(CN3CC(=O)N4CCCCC4C3=O)cc2)cc1 (stereo unspecified)	x	69%[activator]	31	x	x	-3%	x
20	CC1CCN(S(=O)(=O)c2ccc3c(c2)oc(=O)n3CC(=O)N2CCCCC2)CC1	x	-27%	-10	x	x	0%	x
21	Cc1ccc(C(=O)NC(C(=O)NC2CC2)C2CCN(C(=O)c3ccc4c(c3)OCO4)CC2)cc1 (stereo unspecified)	1%	3%	-2	-9%	-11%	6%	-2%
22	COC(=O)N1CCC2(CC1)CC(=O)N(c1ccccc1)c1ccccc1O2	3%	5%	-4	-25%	-12%	-9%	-7%
23	COc1ccc(C)cc1NC(=O)COc1ccc(-c2nnc3n2CCCC3)cc1	i	6%	6	u	u	15%	-2%
24	CCN(CC)c1ccc(C(=O)NCc2nnc3ccc(-c4ccc(OC)cc4)nn23)cc1	i	1%	4	u	-13%	-10%	-8%
25	O=C(Nc1c(C(=O)N2CCN(c3ccc(F)cc3)CC2)oc2ccccc12)c1ccco1	x	8%	-7	x	x	1%	x

Entries from the list above containing an aryl methoxy group (3):
nr	mol	GPT2 inhibitor	SNCA expr inhib	IP6K1 inh	HEK293 tox	3T3 cytotox	HEK293 viab	FLuc inh
1	COc1cccc(C(=O)NC2CCN(c3cc(-c4ccccc4)[nH]n3)C2)c1 (stereo unspecified)	u	-23%	14	u	u	-18%	-5%
23	COc1ccc(C)cc1NC(=O)COc1ccc(-c2nnc3n2CCCC3)cc1	i	6%	6	u	u	15%	-2%
24	CCN(CC)c1ccc(C(=O)NCc2nnc3ccc(-c4ccc(OC)cc4)nn23)cc1	i	1%	4	u	-13%	-10%	-8%

Next structures follow:
nr	mol	GPT2 inhibitor	SNCA expr inhib	IP6K1 inh	HEK293 tox	3T3 cytotox	HEK293 viab	FLuc inh
26	COc1ccc(Cl)cc1NC(=O)c1nnn(Cc2cccc(C(F)(F)F)c2)c1N	x	u	21	x	x	17%	x
27	COc1ccccc1-c1cc2nc(C)c(CCC(=O)O)c(C)n2n1	x	u	-8	x	x	0%	x
28	CSc1cccc(NC(=O)Nc2ccc(-c3nnc4n3CCCC4)cc2)c1	i	5%	11	0%	i	19%	-4%
29	Nc1nc2c(ncn2CCC(CO)CO)c(=O)[nH]1	-3%	6%[25.6 µM]	8&23	x	x	7%	x
30	CCC(C)NC(=O)C(NC(=O)c1ccc(F)cc1)C1CCN(C(=O)c2cccc(F)c2)CC1 (stereo unspecified)	-23%	-8%	6	-30%	-23%	1%	-5%
31	CN(Cc1ccc(N2CCCCC2)cc1)C(=O)c1ccc2c(c1)C(O)CCCCCN2C (stereo unspecified)	-2%	8%	2	35µM*	u	-3%	0%
32	CCn1nc(C)c(CNC(=O)C2(CCO)CC23CCOCC3)c1C (stereo unspecified)	i	12%	19	1%	-13%	u	-11%
33	CCOc1ccc(CC(=O)NCCc2csc(-c3ccc(Cl)cc3)n2)cc1	x	-6%	9	x	x	9%	x
34	N#Cc1cccnc1N1CCCC(CO)(CCCc2ccccc2)C1 (stereo unspecified)	1%	-25%	5	u	u	6%	-1%
35	CC(C)C(=O)Nc1cc(C2CC2)nn1-c1ccccc1	3%[88.5 µM]	6%[87.6 µM]	11	-16%[172 µM]	u	7%[87.6 µM]	x
36	COCCN1CC(CO)C2(CCN(C(=O)c3cc(Cl)ccc3OC)CC2)C1 (stereo unspecified)	-3%	21%	5	u	0%	0%[12.5 µM]	3%
37	Cc1ccc(-n2nc(CO)c(C(=O)NCc3ccccn3)n2)cc1	x	6%	40	x	x	-5%	x
38	CCOC(=O)CCNC(=O)N1CCC(N2C(=O)C3(CCCCC3)C2c2ccccc2)CC1 (stereo unspecified)	-7%	27%	-6	-15%	-27%	8%	x
39	CC[C@@H]1[C@@H](OCc2ccccc2)c2ccccc2[S+](=O)([O-])N1CC(=O)OC	x	x	8	u	u	x	x
40	Cn1cc(-c2cc3n(n2)CCC(=O)N3CCCC(=O)NCc2ccc(F)cc2)c2ccccc21	x	-1%	-18	x	x	-6%	x
41	COc1ccc(C(=O)N2CCC3(CC2)OC(=O)N(Cc2csc(C)n2)C3(C)c2ccccc2)cn1 (stereo unspecified)	-18%	11%	-4	3%	u	-13%	0%
42	Cc1ccc(N2CC(NC(=O)CCc3ccccc3)CC2=O)cc1 (stereo unspecified)	x	-1%	-23	x	x	-2%	x
43	O=C(NCc1ccc(Cl)nc1)c1cn2c(n1)CN(C(=O)c1cccnc1)CC2	i	-3%	4	i	i	3%	x
44	CC(=O)N(C1CC1)C1CCOC2(CCN(C(=O)c3nccc4ccccc34)CC2)C1 (stereo unspecified)	i	10%	-6	-8%	-17%	4%	12%
45	COCC1CN(Cc2c[nH]c3ccccc23)CC12CCNCC2 (stereo unspecified)	-1%	1%	27	-13%	-20%	-14%	-9%
46	COc1ccc(C(C)NC(=O)C2CCN(c3cc(C(F)(F)F)ncn3)CC2)cc1 (stereo unspecified)	i	1%	-12	u	u	1%	-16%
47	COc1ccc(C)cc1NC(=O)N1CC2CC(C1)[C@H]1CCCC(=O)N1C2 (stereo partly specified)	i	11%	27	9%	0%	-1%	-7%
48	COc1cccc(C2Cn3nnc(-c4nc(-c5ccccc5Br)no4)c3CO2)c1 (stereo unspecified)	1%	-16%	0	-13%	-18%	6%	-4%
49	Cc1noc(C)c1[S+](=O)([O-])N1CCC(N2CCNC2=O)CC1	i	4%	-15	i	i	14%	x
50	O=C(CC(c1cccs1)N1Cc2ccccc2C1=O)Nc1ccc(F)c(Cl)c1 (stereo unspecified)	x	30%[activator]	-17	x	x	-7%	x

51: CC(C)Oc1ccc(CNC(=O)C2CCN(c3nc4ccccc4nc3C(F)(F)F)CC2)cc1
52: CC(C)(Oc1nn(Cc2cccc(Cl)c2)c2ccccc12)C(=O)NCCCN1CCCC1=O
53: Cc1ccc(C(CC(=O)N2CCc3ccccc3C2)c2cn(C)c3ccccc23)cc1 (stereo unspecified)
54: COc1cccc(CC(=O)NCC23CCCC=C2N(CC2CC2)C(=O)CC3)c1 (stereo unspecified)
55: Cc1ccc(-c2cnc([C@@H]3COCCN3CC3CC3)[nH]2)cc1
56: O=C(c1ccc(F)cc1)N1CCc2c([nH]c3ccccc23)C1c1ccc(Cl)cc1 (stereo unspecified)
57: COc1ccc(CC(=O)NCCc2csc3nc(-c4ccccc4F)nn23)cc1
58: COc1ccc(-c2cc(C(=O)NCc3c(C)cc(C)[nH]c3=O)c3c(c2)N(C(C)C)CCO3)cc1
59: CC(C)N1C[C@H](O)C[C@H]1c1nnc2n1CCN(C(=O)Cc1ccccc1)CC2

screen / no. | 51 | 52 | 53 | 54 | 55 | 56 | 57 | 58 | 59
GPT2 inhibitor | x | -7% | u | i | i | x | x | -13% | i
SNCA expr inhib | -30% | 0% | 4% | -15% | -20%[87.6 µM] | 18% | -6% | -29% | -1%
IP6K1 inh | -1 | -9 | 4 | 2 | 0 | 16 | -2 | -17 | -13
HEK293 tox | x | u | u | u | 63µM* | x | x | 28µM* | -3%
3T3 cytotox | x | u | u | u | -19%[174 µM] | x | x | u | -14%
HEK293 viab | -14% | u | 9% | -16% | 0%[87.6 µM] | 4% | u | -10% | 4%
FLuc inh | x | -2% | 35µM* | x | 8%[172 µM] | x | x | -18% | 4%
